Compound activity from PubChem BioAssay.
CHO-K1 Ca antag = nonselective inhibitor or artifact in parental CHO-K1 cells. ATP-induced calcium, Fluo-8 fluorescence. inhibition, % at 3 µM. 0.6% of 360,000 active;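 active = inhibition above a per-plate cutoff, the plate's mean sample inhibition plus 3 SD, cut at about 24% in these data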;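 also: 0% = DMSO plus EC80 ATP and 100% = DMSO alone without ATP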
GPR7 antag = antagonists of human GPR7 (neuropeptides B/W receptor 1); P48145; GPR7-expressing cells, fluorescence antagonist assay; inhibition, % at 4.4 µM; 1.1% of 290,000 active; AID 1861; in the data active = inhibition above about 16%, passing the limit was not always enough;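 also: cells stimulated with the agonist NPW; 0% = agonist with vehicle and 100% = vehicle without agonist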
Target sequence (P48145 whole entry, looked up): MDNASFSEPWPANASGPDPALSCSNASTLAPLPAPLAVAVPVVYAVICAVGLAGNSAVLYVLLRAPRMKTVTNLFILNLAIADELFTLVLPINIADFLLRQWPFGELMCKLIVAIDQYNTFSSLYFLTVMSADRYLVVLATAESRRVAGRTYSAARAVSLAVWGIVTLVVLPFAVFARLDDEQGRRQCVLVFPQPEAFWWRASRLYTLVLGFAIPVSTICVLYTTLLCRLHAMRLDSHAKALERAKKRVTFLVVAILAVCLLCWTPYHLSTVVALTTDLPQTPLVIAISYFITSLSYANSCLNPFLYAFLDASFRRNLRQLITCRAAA
CHO parental Ca = signal in parental CHO cells, OX1R antagonist counter-screen; parental CHO-K1, ATP-induced calcium, Fluo-8 fluorescence; inhibition, % at 5.6 µM; 0.63% of 330,000 active;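 active = inhibition above that plate's mean sample inhibition plus 3 SD, cut at about 26% in these data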;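 also: 0% = ATP-challenged DMSO wells and 100% = DMSO wells without ATP; some compounds past the cut are filed as inactive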
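Assay system – parental CHO cells · Reagent – ATP stimulus · Detection – intracellular calcium via Fluo-8 no-wash fluorescent dye · Evaluation – percent inhibition of ATP-evoked calcium rise, normalized to controls · Controls – ATP wells versus no-ATP DMSO wells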
TAAR1 antagonist = human TAAR1 antagonism. Q96RJ0. CHO RD-HGA16 TAAR1, Fluo-8 calcium fluorescence, antagonist. inhibition, % at 3 µM. 1.5% of 360,000 active. AID 624466;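 active = inhibition above a per-plate cutoff, the mean inhibition of test compounds on that plate plus 3 SD, cut at about 49% in these data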;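 also: 0% = DMSO plus EC80 beta-PEA response and 100% = DMSO alone without agonist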
Target sequence (Q96RJ0 whole entry, looked up): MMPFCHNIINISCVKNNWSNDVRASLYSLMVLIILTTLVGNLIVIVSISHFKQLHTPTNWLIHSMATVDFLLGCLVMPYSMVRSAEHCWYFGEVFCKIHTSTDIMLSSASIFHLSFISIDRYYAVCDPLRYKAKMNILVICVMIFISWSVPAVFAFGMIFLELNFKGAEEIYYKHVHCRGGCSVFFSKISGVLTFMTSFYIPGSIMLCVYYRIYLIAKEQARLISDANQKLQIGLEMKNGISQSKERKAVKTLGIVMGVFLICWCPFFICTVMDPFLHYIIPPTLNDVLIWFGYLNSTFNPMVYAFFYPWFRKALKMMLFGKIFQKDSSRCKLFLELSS
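System: CHO RD-HGA16 cells bearing hTAAR1. Reagent: EC80 β-phenethylamine stimulus. Schedule: seeding 17-24 h prior, 75-min 37 °C, 30-min RT dye loading. Signal: Fluo-8 intracellular calcium dye fluorescence, real-time kinetic reads. Read-out: % inhibition from peak post-agonist over basal fluorescence ratio. Benchmarks: vehicle wells and EC80 agonist wells. Replicates: n of 1.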
CHO-K1 Ca ag = nonselective activator or artifact in parental CHO-K1 cells. 0.48% of 360,000 active. Fluo-8 calcium fluorescence; scaled to maximal ATP response, vehicle zero. activation, % at 3 µM; in the data active = activation above about 15%;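 also: untransfected CHO-K1 host cells lacking M1 receptor as counterscreen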
OXTR ag = agonists of human oxytocin receptor; activation, % at 3 µM; P30559; AID 2435; 0.32% of 320,000 active; CHO-OTR cells, Fluo-8 calcium fluorescence; normalized: DMSO 0%, oxytocin 100%;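 active = activation above the mean of all tested compounds plus 3 SD, cutoff set per screening run, cut at about 20% in these data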;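 also: peak over basal fluorescence ratio from a 100 s FLIPR kinetic read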
Target sequence (P30559 whole entry, looked up): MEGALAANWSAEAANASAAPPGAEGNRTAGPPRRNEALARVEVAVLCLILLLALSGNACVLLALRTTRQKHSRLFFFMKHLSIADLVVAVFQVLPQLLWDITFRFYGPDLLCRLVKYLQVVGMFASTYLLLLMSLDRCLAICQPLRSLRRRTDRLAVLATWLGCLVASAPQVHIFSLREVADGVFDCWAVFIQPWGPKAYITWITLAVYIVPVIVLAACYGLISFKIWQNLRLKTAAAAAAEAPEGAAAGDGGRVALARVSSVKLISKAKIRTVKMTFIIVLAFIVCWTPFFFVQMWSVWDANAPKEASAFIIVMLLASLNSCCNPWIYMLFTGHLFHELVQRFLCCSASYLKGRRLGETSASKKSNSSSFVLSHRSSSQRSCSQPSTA
OXTR potentiate = potentiators of human oxytocin receptor. P30559. CHO-OTR cells, Fluo-8 calcium fluorescence, potentiator mode; 0% = oxytocin EC15, 100% = EC100. activation, % at 3 µM. 0.061% of 320,000 active. AID 2445;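 active = activation above that plate's cutoff, the mean activation of tested compounds plus 3 SD, cut at about 6.6% in these data, passing the limit was not always enough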;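 also: 100% uses oxytocin at 75 nM as the full agonist control; some results filed as inactive read as strong as hits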
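Dosing: Single dose, 3.0 µM nominal final compound concentration | Material: Human OTR in CHO cells | Technique: Kinetic Fluo-8 calcium fluorescence | Benchmarks: EC15 oxytocin alone as 0%, 75 nM oxytocin as 100% | Probe or stimulus: Oxytocin at about EC15, sub-maximal agonist stimulus | Incubation: Compound 6 min at room temperature before oxytocin, 100 s read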
M1 PAM parental = M1 PAM counterscreen hit in parental CHO-K1 cells; activation, % at 3 µM; 0.02% of 360,000 active; ATP EC20, Fluo-8 calcium fluorescence; 0% at ATP EC20, 100% at ATP max;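 active = activation above the run cutoff, the mean activation of all test compounds plus 3 SD, cut at about 40% in these data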;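 also: peak over basal fluorescence ratio in a 140 s read after ATP addition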
V1R ag counter = counter-screen for oxytocin receptor agonists: human V1a receptor agonists. P37288. CHO-V1R cells, Fluo-8 calcium fluorescence, agonist mode; 0% DMSO, 100% 3 nM vasopressin. activation, % at 3 µM. 0.25% of 320,000 active;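 active = activation above the mean activation of all tested compounds plus 3 SD, per screening run, cut at about 20% in these data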;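 also: signal is peak over basal fluorescence ratio across a 100 second FLIPR read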
The depositor's hits bear a star; / = not tested or not shown.

SMILES | CHO-K1 Ca antag | GPR7 antag | CHO parental Ca | TAAR1 antagonist | CHO-K1 Ca ag | OXTR ag | OXTR potentiate | M1 PAM parental | V1R ag counter
CC1(OC(=O)C2CCCC2)C(=O)C=C2C=C3CCCN3C=C2C1=O (stereo unspecified) | / | / | 3.1 | / | / | 1.5 | 4.2 | / | 0.9
N#CC1=C(N)Oc2c(ccc3ccccc23)C1c1cccs1 (stereo unspecified) | / | -11.7 | -16.1 | / | / | -1.3 | -7.1 | / | -0.8
COc1ccc(C(CC(=O)N2CCCC(C)C2)c2c(OC)cc(OC)c3ccc(=O)oc23)cc1 (stereo unspecified) | 9.6 | / | -20.9 | 2.1 | -0.3 | 1.8 | -5.3 | -1.5 | 0.4
Cc1cccc(N2C(=S)NC3c4cc(Cl)ccc4OC2(C)C3C(=O)N(C)C)c1 (stereo unspecified) | -15.0 | -7.0 | -5.1 | -12.8 | 0.5 | 1.4 | -7.5 | -8.6 | 0.4
Cc1ccc2nc3n(c(=O)c2c1)-c1ccc(Cl)cc1C(=O)NC3Cc1ccccc1 (stereo unspecified) | / | / | -29.3 | -14.7 | / | 0.1 | 2.0 | / | 0.8
O=[N+]([O-])c1ccc(/C=[N+](\[O-])CCO)o1 | -2.2 | -5.2 | -7.3 | -4.1 | 1.5 | 2.1 | -1.0 | -1.5 | 0.6
O=C(O)CCCC(=O)Nc1ccccc1-n1ccnc1 | -4.3 | -2.6 | 9.5 | 5.6 | 0.2 | -0.3 | -7.5 | 16.5 | -0.5
Cc1ccc(-c2nc(C)sc2CC(=O)OCC(=O)Nc2cccc([N+](=O)[O-])c2)cc1 | -0.3 | -3.0 | -27.1 | 25.8 | 3.3 | 1.8 | -7.5 | 13.8 | 0.9
CC1(C)Cc2c(cnn2-c2ccc(F)cc2)C(NC(=O)CN2CCCC2=O)C1 (stereo unspecified) | -15.2 | -6.4 | -18.8 | -29.2 | 0.2 | -1.6 | -5.1 | 23.1 | 1.5
C(=C\c1ccccc1)/CSc1nnc(-c2cccnc2)o1 | -2.6 | -5.3 | -14.3 | -2.4 | 1.9 | 1.3 | -3.2 | 8.0 | 3.0
CCc1c(C)sc(NC(=S)N2CCN(CC)CC2)c1C(=O)OC | -10.8 | -18.5 | 0.5 | 1.6 | 0.0 | 0.3 | -10.7 | -3.2 | 0.2
COc1cc(C2SCCS2)cc(Br)c1Oc1ncccc1[N+](=O)[O-] | -3.7 | -16.6 | 21.1 | 5.6 | 6.7 | 3.2 | -6.0 | 7.2 | 3.7
Cc1nc2oc3c(=O)[nH]cnc3c2c2c1COC(C)(C)C2 | -5.5 | -6.4 | 4.5 | -14.9 | 0.8 | 0.8 | -4.3 | 11.8 | 0.8
COC(=O)c1ccc(NC(=S)NC2c3ccccc3CC2O)cc1 (stereo unspecified) | 15.2 | -0.5 | 2.0 | -4.1 | 14.7 | 4.2 | -26.4 | 7.4 | 10.1
CC1(C)CSC(=NCc2ccccc2)N1C(=O)c1cccc([N+](=O)[O-])c1 | -3.0 | 71.1* | 2.4 | 25.3 | 10.1 | 9.9 | -11.5 | 6.5 | 6.7
O=C1c2ccccc2C(=O)N1c1ccc(Br)c2cccnc12 | -7.6 | -7.8 | -5.6 | 3.6 | 0.2 | -1.6 | -2.2 | 21.3 | -0.2
Cn1cccc1-c1nc2ccc(NC(=O)c3cccs3)cc2[nH]1 | 7.9 | -6.1 | 3.0 | 13.3 | 4.5 | 5.9 | -19.6 | -7.3 | 5.3
COc1ccc(OC)c(NC(=O)c2oc3c(c2C)C(O)CC(C)(C)C3)c1 (stereo unspecified) | -11.3 | -15.7 | -12.6 | -5.1 | 1.5 | -0.7 | -5.4 | -1.1 | 1.2
Cc1cc(C)nc(NC(=O)CSc2nnnn2-c2ccccc2)n1 | -7.7 | -6.2 | -3.0 | 8.2 | -0.1 | 1.0 | 4.2 | -3.1 | 0.0
O=C(c1ccc([N+](=O)[O-])cc1)N1CCSC1c1ccc(Br)cc1 (stereo unspecified) | 7.0 | 14.5 | -6.5 | 1.1 | -0.1 | -2.8 | -7.8 | -6.8 | 0.7
Nc1cccc2c3c(oc12)CCCC3 | -2.5 | -16.0 | -6.3 | -10.2 | -0.1 | -0.3 | 9.2 | -14.1 | -0.7
CC(C)Cn1c(S(=O)(=O)O)nc2ccccc21 | -16.4 | 7.6 | 4.3 | 8.2 | 1.0 | 1.1 | 5.2 | 10.4 | 1.1
O=C(Cn1cnc2c(OCc3ccccc3)ncnc21)NCCCN1CCCC1=O | -13.3 | / | -12.2 | -3.8 | 0.2 | -0.4 | 0.8 | 10.7 | 0.1
COc1ccc(NC(=O)CC2C(=O)N(Cc3cccs3)C(=S)N2C(C)C)cc1 (stereo unspecified) | -16.1 | 1.2 | -4.4 | -1.0 | 7.6 | 6.8 | -17.5 | 23.6 | 5.5
NC(=O)Nn1c(CCC(=O)O)ccc1-c1ccc(Cl)cc1 | -15.0 | -5.6 | 0.6 | 7.1 | 1.5 | 0.7 | -5.5 | 20.9 | 0.6

The last 4 entries of the part before are carried over, then new ones follow.
SMILES | CHO-K1 Ca antag | GPR7 antag | CHO parental Ca | TAAR1 antagonist | CHO-K1 Ca ag | OXTR ag | OXTR potentiate | M1 PAM parental | V1R ag counter
CC(C)Cn1c(S(=O)(=O)O)nc2ccccc21 | -16.4 | 7.6 | 4.3 | 8.2 | 1.0 | 1.1 | 5.2 | 10.4 | 1.1
O=C(Cn1cnc2c(OCc3ccccc3)ncnc21)NCCCN1CCCC1=O | -13.3 | / | -12.2 | -3.8 | 0.2 | -0.4 | 0.8 | 10.7 | 0.1
COc1ccc(NC(=O)CC2C(=O)N(Cc3cccs3)C(=S)N2C(C)C)cc1 (stereo unspecified) | -16.1 | 1.2 | -4.4 | -1.0 | 7.6 | 6.8 | -17.5 | 23.6 | 5.5
NC(=O)Nn1c(CCC(=O)O)ccc1-c1ccc(Cl)cc1 | -15.0 | -5.6 | 0.6 | 7.1 | 1.5 | 0.7 | -5.5 | 20.9 | 0.6
COc1ccccc1NC(=S)N(CCc1ccc(OC)c(OC)c1)Cc1ccccn1 | -17.4 | 7.2 | -15.9 | -25.7 | 1.6 | 1.3 | 1.3 | 15.0 | 0.1
CC1CCc2nn(CC(=O)NCc3ccco3)cc2C1 (stereo unspecified) | 9.8 | -9.1 | -9.4 | -13.6 | 0.1 | -1.1 | 12.6* | -7.9 | 1.2
Cc1ccc(SCC(=O)OCC(=O)N(C)CC(=O)Nc2ccccc2Cl)cc1C | -0.6 | 2.9 | -16.0 | 7.9 | 4.2 | 4.0 | -10.2 | 12.0 | 8.7
Cc1ccc(CN2C(=O)[C@@H]3Cc4c([nH]c5ccccc45)C(C)(C)N3C2=O)cc1 | 6.5 | / | -18.4 | 16.0 | 0.5 | 0.5 | -7.2 | -0.5 | 2.3
OC[C@H]1OC(O)[C@H](O)[C@@H]1O (stereo partly specified) | 1.0 | / | -8.7 | 2.6 | 0.2 | 0.6 | -1.8 | 11.5 | 0.7
Cn1c(SCC(=O)NCC2COc3ccccc3O2)nnc1C(F)(F)F (stereo unspecified) | -14.2 | / | -4.5 | 11.4 | 0.1 | 0.9 | -1.4 | 5.9 | -0.6
Cc1cc(Nc2ccccc2C(=O)O)n(-c2cccc(Cl)c2)n1 | -7.2 | -16.7 | -3.9 | -52.7 | 2.4 | -0.7 | -6.2 | 9.2 | -0.5
NC(=O)C1CCN(C(=O)CCSCc2ccccc2)CC1 | 8.0 | -6.1 | 2.7 | -4.6 | 11.4 | 1.2 | -9.8 | 6.6 | -0.1
CCCC(=O)Nc1ccc(NC(=O)Cc2ccccc2)cn1 | 2.3 | 6.0 | 14.4 | 3.4 | 0.7 | -1.0 | -11.8 | 7.1 | 0.2
Cc1cc(S(=O)(=O)N2CCN(c3ccc(F)cc3)CC2)c(C)s1 | 2.3 | -4.5 | 14.1 | -14.7 | 0.0 | -2.1 | -2.2 | -7.0 | -1.0
Cc1ccc(C(=O)N/C(=C\c2cccc([N+](=O)[O-])c2)C(=O)NC(Cc2ccccc2)C(=O)O)cc1 (stereo unspecified) | -14.8 | -10.5 | -6.3 | -12.8 | 0.5 | 0.1 | -10.0 | 14.5 | 1.4
CCc1ccc(NC(=O)Nc2cc(C(=O)O)ccc2N2CC3CC(C2)c2cccc(=O)n2C3)cc1 (stereo unspecified) | -10.0 | -3.6 | -17.8 | -18.5 | 0.4 | -0.1 | -4.8 | 18.1 | 0.0
Cc1ccc(C)c(S(=O)(=O)N2CCN(C(=O)Cc3ccsc3)CC2)c1 | -4.0 | 0.1 | -11.9 | -8.2 | 2.1 | -0.7 | -1.0 | -6.8 | 2.7
COc1ccc2nc(C)cc(N/N=C/c3cccc(OC)c3O)c2c1 | -3.0 | -13.9 | -26.2 | -8.1 | -0.2 | -2.8 | -3.3 | 0.6 | -0.6
CN(C)C(CNC(=O)c1ccc2[nH]c(=O)c(=O)[nH]c2c1)c1ccco1 (stereo unspecified) | -15.3 | / | 2.3 | -7.2 | 0.0 | -0.4 | -2.7 | 5.0 | -0.1
CC(c1nccs1)N(C)C(=O)c1cn(Cc2cccc3ccccc23)nn1 (stereo unspecified) | -13.6 | -2.9 | -23.1 | -7.7 | 3.1 | 0.9 | -12.5 | 12.9 | 1.6
Cc1cccc(Nc2nc(NCC3CCCO3)nc(N)c2[N+](=O)[O-])c1 (stereo unspecified) | 7.0 | -3.6 | -6.2 | -17.5 | 0.1 | -0.8 | -5.0 | -6.0 | -0.6
COc1ccc2cc(C(=O)Nc3ccccc3)sc(=O)c2c1OC | 8.0 | -6.1 | -0.6 | 26.1 | 1.0 | 2.5 | -10.8 | -5.5 | 0.8
COc1cccc(/C=C/C(=O)N2CC(C)OC(C)C2)c1OC (stereo unspecified) | -12.8 | 0.4 | -8.6 | 3.7 | 0.8 | 0.3 | -8.7 | 9.0 | -0.1
Cc1nc2ccc(C(=O)Nc3cccc(OCC(=O)N(C)C)c3)cn2c1N(C)CC1CCCCC1 | 15.1 | / | / | 31.2 | 2.2 | / | / | -11.6 | /
CCC1S/C(=C(\C#N)C(N)=O)N(c2ccc(F)cc2)C1=O (stereo unspecified) | -8.8 | -10.2 | -5.0 | 0.4 | 0.5 | 6.9 | -0.4 | 8.7 | 4.5
COc1cccc(NC(=O)CN(C)C(=O)c2c(C)nn(-c3ccccc3)c2Cl)c1 | -24.7 | / | -9.5 | 6.0 | 0.5 | -0.1 | -2.5 | -1.6 | -0.3
O=C(Nc1ccccc1)Nc1ccccc1Br | -7.8 | -1.4 | 13.6 | 6.8 | 0.1 | -2.0 | -5.8 | 0.6 | -1.6
